# ELG1 genotoxic: genotoxicity induction in ELG1-luciferase HEK293T cells. HEK293T ELG1-luciferase reporter, luminescence, 16 h. Potency, µM (highest dose often 46 µM), for the others: at the highest dose activity change, positive = activation, hits mostly activators. hit rate 1.3% among 330,000. AID 504466; note: potency is the fitted concentration of half-maximal effect; % of control where 0% means no effect; nearly all actives have a fitted effect of over 60% in size
#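 16 hr compound incubation (37 °C, 5% CO2) of HEK293T cells carrying luciferase-tagged ELG1; luciferase then measured by ONE-Glo luminescence after 30 min at RT.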
# NPC1 promoter act: activates the NPC1 promoter | Huh7 NPC1 promoter luciferase reporter, 24 h | Potency, µM (titrated, usually from 9.22 µM), for the others: at the top dose activation, actives largely listed as activators | hit rate 2.4% among 320,000 | AID 485313;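 note: potency is the fitted concentration of half-maximal effect; % of control where 0% means no effect; nearly all actives have a fitted effect of over 60% in size; reporter is driven by a mutant NPC1 promoter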
#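 Huh7 reporter cells (NPC1 promoter driving luciferase) are dosed with compound for 24 h at 37 °C, 5% CO2; luciferase detection reagent is then added and luminescence measured after 10 min at ambient temperature.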
# FLuc counter: firefly luciferase modulation, counter-screen for miR-21 project | purified FLuc, Km substrates, luminescence inhibition | hit rate 6.9% among 360,000 | Potency, µM (series often up to 57.5 µM), without a hit: at the top dose activity change, negative = inhibition, usual class: inhibitors | AID 588342;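 note: potency is the fitted concentration of half-maximal effect; plate controls were vehicle for no effect and reference inhibitor for full effect; nearly all actives have a fitted effect of over 55% in size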
#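 Purified P. pyralis luciferase (10nM final) with 10uM D-luciferin and 10uM ATP (Km levels) in 50mM Tris acetate pH 7.5, 10mM Mg acetate, 0.01% Tween-20, 0.05% BSA; qHTS 6-point titration, ~60 µM downward; luminescence read.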
# ELG1 repair inh: blocks ELG1-dependent DNA repair in HEK293T cells | HEK293T ELG1-luciferase reporter, luminescence, 16 h; DNA damage induced by 5-fluorouridine | Potency, µM (doses to about 46.1 µM), inactives show at the highest dose activity change, negative = inhibition, actives largely listed as inhibitors | hit rate 2.3% among 330,000; note: potency is the fitted concentration of half-maximal effect; % is set by controls: 0 for no effect and ±100 for the full control effect; nearly all actives have a fitted effect of over 55% in size
#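 Overnight (16 hr) co-exposure of 2,000 cells/well to 5-fluorouridine and compound at 37 °C preceded detection. Luciferase was quantified via ONE-Glo luminescence; loss of signal denotes inhibition.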
# Tb PFK block: T. brucei PFK enzyme inhibition; T. brucei PFK, ADP-Glo luminescence; Potency, µM (highest dose often 57.5 µM), without a hit: at the top dose activity, negative = inhibition, usual class: inhibitors; hit rate 0.17% among 330,000; AID 485367;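 note: potency is the fitted concentration of half-maximal effect; 0% = uninhibited 1x PFK enzyme wells and -100% = no-enzyme wells; nearly all actives have a fitted effect of over 60% in size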
# Target sequence (O15648 whole entry, looked up): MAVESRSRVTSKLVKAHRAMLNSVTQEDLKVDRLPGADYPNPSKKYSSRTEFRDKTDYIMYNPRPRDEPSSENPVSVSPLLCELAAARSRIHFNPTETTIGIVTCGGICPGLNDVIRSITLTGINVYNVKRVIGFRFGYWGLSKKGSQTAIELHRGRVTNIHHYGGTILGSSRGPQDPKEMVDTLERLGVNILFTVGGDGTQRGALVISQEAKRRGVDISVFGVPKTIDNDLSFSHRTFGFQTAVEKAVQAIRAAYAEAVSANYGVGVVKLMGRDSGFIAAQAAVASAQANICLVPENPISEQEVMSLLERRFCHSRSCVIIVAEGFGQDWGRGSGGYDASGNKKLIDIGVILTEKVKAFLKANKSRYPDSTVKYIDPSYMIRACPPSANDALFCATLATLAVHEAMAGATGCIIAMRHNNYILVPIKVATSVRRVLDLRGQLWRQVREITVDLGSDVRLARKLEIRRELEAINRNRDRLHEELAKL
#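 ADP-Glo luminescence quantified ADP after 45 min at room temperature, with 1.25 nM T. brucei PFK, 0.1 mM ATP and 0.5 mM fructose-6-phosphate in pH 8.0 TEA buffer. qHTS titrations up to 57 µM; curves classified by quality.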
# Gal4-VP16 FLuc: Gal4-VP16 reporter inhibition counter-screen. Potency, µM (series often up to 53.6 µM), without a hit: top-dose activity, negative = inhibition, most hits filed as inhibitors. Drosophila S2 Gal4-VP16 UAS-luciferase, luminescence, 20 h. hit rate 3.5% among 310,000;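 note: Gal4-VP16 expression switched on by copper sulfate through the metallothionein promoter; potency is the fitted concentration of half-maximal effect; % is set by controls: 0 for no effect and ±100 for the full control effect; nearly all actives have a fitted effect of over 50% in size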
# RORgamma inh: ROR gamma (mouse) transcription inhibition; Drosophila S2 Gal4-RORgamma UAS-luciferase reporter, 20 h; P51450; hit rate 5.4% among 310,000; Potency, µM (top dose mostly 53.6 µM), inactives show at the top dose activity change, negative = inhibition, actives largely listed as inhibitors; note: potency is the fitted concentration of half-maximal effect; % is set by controls: 0 for no effect and ±100 for the full control effect; nearly all actives have a fitted effect of over 60% in size
# Target sequence (P51450 whole entry, looked up, the tested form may be a part): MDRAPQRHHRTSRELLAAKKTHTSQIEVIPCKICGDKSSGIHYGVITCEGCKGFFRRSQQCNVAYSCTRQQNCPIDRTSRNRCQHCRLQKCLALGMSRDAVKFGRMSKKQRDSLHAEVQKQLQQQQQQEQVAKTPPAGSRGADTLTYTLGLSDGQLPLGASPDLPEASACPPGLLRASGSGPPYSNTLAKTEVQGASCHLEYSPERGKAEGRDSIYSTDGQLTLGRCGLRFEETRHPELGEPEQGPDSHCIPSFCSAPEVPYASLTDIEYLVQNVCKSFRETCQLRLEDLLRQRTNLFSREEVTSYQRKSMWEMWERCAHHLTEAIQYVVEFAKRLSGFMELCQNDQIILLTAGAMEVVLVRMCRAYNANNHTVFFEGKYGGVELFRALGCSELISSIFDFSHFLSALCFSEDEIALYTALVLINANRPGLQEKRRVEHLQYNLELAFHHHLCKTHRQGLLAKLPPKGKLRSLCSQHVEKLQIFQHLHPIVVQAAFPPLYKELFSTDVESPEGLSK
#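 Drosophila Schneider cells stably carrying a metallothionein-driven Gal4 DBD–ROR gamma fusion and a UAS-Photinus luciferase reporter were exposed to compound for 1 hr, then induced with copper sulfate (700 uM final) for 20 hr at ambient temperature before luminescence reading.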
# p53 reactivation: restores transcriptional activity of mutant p53; H1299 p53-A138V BP100-luciferase reporter, luminescence, 24 h; Potency, µM (highest dose often 92.2 µM), without a hit: top-dose activity change, positive = activation, hits mostly activators; hit rate 0.063% among 320,000; AID 504706; note: potency is the fitted concentration of half-maximal effect; % of control where 0% means no effect; nearly all actives have a fitted effect of over 45% in size
#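 p53-null H1299 cells stably carrying temperature-sensitive p53-A138V and a BP100-luciferase reporter were pinned with compounds (4-point, 1:5 series) and held 24 hrs at 37 deg C. Luminescence was read 10 min after detection reagent.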
# BRCA1 expr up: BRCA1 expression activation; hit rate 1.1% among 380,000; AID 624202; MCF7-BRCA1-FFLuc reporter, luminescence, 48 h; response scale: scaled: vehicle 0%, 10 µM genistein 100%; Potency, µM (titrated, usually from 46.1 µM), without a hit: top-dose activation, most hits filed as activators; note: potency is the fitted concentration of half-maximal effect; nearly all actives have a fitted effect of over 80% in size; some results filed as inactive show a strong effect at the top dose
#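 Cells: MCF7-BRCA1-FFLuc, 2000/well. Exposure: 48 h, 37 °C, 5% CO2. Read: luminescence, 15 min post-substrate. Controls: genistein 10 microM (maximal activation), DMSO (neutral).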
# Rab9 prom act: activators of Rab9 promoter; AID 485297; Potency, µM (titrated, usually from 9.22 µM), for inactives: at the top dose activation, negative = inhibition, usual class: activators; hit rate 2.8% among 320,000; Huh7 Rab9 promoter-luciferase reporter, luminescence, 24 h; note: potency is the fitted concentration of half-maximal effect; % of control where 0% means no effect; nearly all actives have a fitted effect of over 60% in size
#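 Steps: seed 1500 Huh7 Rab9-luc cells per well, rest 2 h at 37 °C; add compound in DMSO; incubate 24 h; add luciferase reagent, 10 min ambient; read luminescence.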
# TRPV1 agonist: agonists of human vanilloid receptor 1 (TRPV1); AID 540275; Q8NER1; hit rate 0.19% among 320,000; TRPV1-expressing cells, Fluo-8 calcium influx, agonist mode; activation, % at 8.33 µM; in the data active = activation above about 80%; inconclusive = between about 30% and that limit; note: 0% is about no effect
#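 Cells expressing TRPV1 were dye-loaded with Fluo-8 and read kinetically: 10 s baseline, 3 min after compound (agonist portion), then 2 min after EC20 capsaicin (allosteric enhancer portion). Calcium-bound dye fluorescence at 480/520 nm.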
# An asterisk follows results filed as active; ? = inconclusive; nt = no result given; [ ] = dose if it differs, or a comment. Unless noted, calls come from the whole dose curve; as a rule, active = well fitted curve in the direction sought with a large enough effect; inconclusive = small, poorly fitted or top-dose-only effect, or another doubt; inactive = no such curve, though single readings can be large; an effect the other way counts as inactive or inconclusive.
smiles	ELG1 genotoxic	NPC1 promoter act	FLuc counter	ELG1 repair inh	Tb PFK block	Gal4-VP16 FLuc	RORgamma inh	p53 reactivation	BRCA1 expr up	Rab9 prom act	TRPV1 agonist
COc1ccc(/C=C2\SC(=S)N(CCCC(=O)Nc3ccc(C(=O)O)cc3)C2=O)cc1OC	-2%	2%	?	-19%	-22%	-12%	-35%	-14%	-65%	6%	-3
O=C(CN1CCN(Cc2ccc3c(c2)OCO3)CC1)Nc1ccc(F)cc1	0%	8%	-7%	-22%	-13%	-11%	24%	7%	14%	-5%	27
Cc1ccc(S(=O)(=O)Cc2c(C)noc2C)cc1	-4%	7%	3%	11%	6%	?	6%	-2%	9%	0%	6
CC(C)C[C@@H](CSc1ccc(Br)cc1)N1CCN(CC(C)C)CCC1=O	5%	?	15µM*	?	0%	25%	?	?	79%	20%	?
CCC1C(=O)N=C(SCC(=O)Nc2ccc(C(=O)OC)cc2)NC1=O (centres undefined)	-1%	-1%	-1%	-4%	4%	7%	4%	-3%	1%	3%	-5
c1ccc(Nc2nc(Nc3ccccc3)nc(N3CCNCC3)n2)cc1	11%	-1%	4%	14%	-4%	2%	-19%	-46%[inhibitor]	-19%	0%	2
O=C(O)CSc1nnc(CNc2cccc(C(F)(F)F)c2)n1Cc1ccco1	-5%	0%	-1%	3%	-6%	4%	-19%	-2%	0%	-1%	9
Cc1nn(CC(=O)NCc2ccc(C(=O)O)cc2)c(C)c1[N+](=O)[O-]	4%	0%	-1%	6%	-4%	1%	11%	-1%	-5%	-3%	-2
O=[N+]([O-])C1=CC=C2C(=NC3(CCCCC3)N2O)C1=NCCc1ccccc1	?	-1%	-18%	?	8%	1%	20%	-2%	8%	4%	1
COC(=O)c1ccc(C(=O)OC)c(NC(=S)N2CCCC2)c1	-3%	-1%	-2%	-4%	-2%	-7%	-32%	-6%	-17%	-7%	-4
COc1ccc(CNC(=O)c2ccc(Br)cc2)cc1	4%	1%	1%	0%	3%	17%	13%	2%	nt	2%	20
Cn1cnnc1SCC(=O)Nc1ccc(Br)cc1F	1%	-3%	-1%	19%	0%	3%	12%	6%	4%	-7%	-3
CCOc1ccccc1CN1CCN(C2CCN(c3ccccc3F)CC2)CC1CCO (centres undefined)	-2%	-1%	-1%	3%	1%	2%	-17%	-2%	-13%	-6%	0
Cc1ccc2c(c1)c(C)c(C)n2CC(O)Cn1nc(C)cc1C (centres undefined)	-8%	0%	4%	-25%	2%	6%	-17%	-2%	0%	1%	11
CC(=O)C1=NN(c2ccccc2)C(c2cccs2)N1c1ccccc1 (centres undefined)	-8%	-1%	-2%	?	0%	?	4%	1%	nt	-5%	23
Cc1ccc(-c2nn(-c3ccccc3)cc2CSC(=N)N)cc1	-7%	-1%	-1%	0%	1%	?	?	-14%	-91%	-3%	1
Cc1ccc(-n2c(Cc3cccn3C)nnc2SCC(N)=O)cc1	0%	-1%	-1%	-10%	-1%	2%	?	-1%	2%	-9%	2
CCOc1ccc(CNC(=O)CCS(=O)(=O)Cc2ccccc2C)cc1OC	0%	-2%	-1%	11%	0%	6%	7%	1%	-6%	0%	15
COc1ccnc2c1c(=O)n(Cc1ccccc1Cl)c(=O)n2C	4%	2%	-2%	20%	-19%	-12%	0%	-6%	6%	0%	-2
CC1=CC(=O)C(C(C)C)=C/C1=C(\c1cc(C(C)C)c(OP(=O)(O)O)cc1C)c1ccccc1C(=O)O	-21%	-3%	2%	18µM*	5%	-1%	1%	-11%	-93%	-7%	-1
CCOc1ccc(C2CC(=O)NC2=O)cc1 (centres undefined)	1%	-1%	0%	14%	5%	1%	17%	6%	7%	-15%	0
C#CC(C)(C)NC(=S)NC1CC2C=CC1C2 (centres undefined)	0%	-2%	3%	-6%	2%	5%	?	-3%	15%	-2%	-1
O=C(O)c1ccc(Nc2cnc3ccccc3n2)cc1	?	?	13µM*	?	2%	-18%	-1%	11%	50%	2.8µM*	-2
COc1ccc(C)cc1-n1nnnc1SCC(=O)NC1CCS(=O)(=O)C1 (centres undefined)	1%	-3%	4%	9%	0%	nt	nt	-3%	-5%	-1%	2
Oc1ccc(Br)cc1-c1nc2cnccn2c1NC1CCCC1	-8%	0%	5%	23µM*	1%	?	22µM*	-12%	-34%	-2%	-2
CC(=O)c1c(C)[nH]c(C(=O)CSc2nnc(-c3cccs3)n2Cc2ccccc2)c1C	-13%	-2%	-1%	?	5%	1%	1%	-3%	-58%	-11%	-7
O=C(CCNC(=O)c1ccc(Br)cc1)Nc1ccc(S(=O)(=O)Nc2ncccn2)cc1	-7%	-2%	-4%	22%	3%	nt	nt	-2%	0%	0%	0
CC(C)(C)OC(=O)N1CCOCCOCCN(C(=O)OC(C)(C)C)CCOCC1	-6%	-2%	-1%	-15%	-2%	-2%	-18%	6%	-10%	-1%	1
CON(C)S(=O)(=O)c1ccc2c(c1)N(Cc1ccc(C)cc1)C(=O)C1CCCN21 (centres undefined)	4%	0%	-2%	-8%	-2%	5%	19%	1%	1%	-3%	19
Cc1ccc(S(=O)(=O)CCC(=O)OCC(=O)NCc2ccccc2)cc1	-2%	-4%	7%	?	0%	nt	nt	2%	13%	1%	-1
COc1ccc(N2CC(C(=O)N[C@H](C(=O)NC3CCCC3)C(C)C)CC2=O)cc1 (some centres undefined)	-2%	-2%	-1%	-2%	6%	13%	-12%	-1%	-2%	0%	4
CN(CC(=O)Nc1c(Cl)cccc1Cl)C(=O)c1ccc(-n2cncn2)c([N+](=O)[O-])c1	-1%	-3%	2%	28%	-3%	nt	nt	-4%	-13%	8%	0
CCCc1nnc(SCC(=O)N2CCOCC2)n1Cc1ccco1	-1%	-3%	1%	10%	-2%	-3%	-20%	1%	25%	1%	1
CC(=O)Nc1nonc1-n1nnc(C(=O)NCc2ccccc2)c1C	4%	1%	4%	-4%	-18%	nt	24%[0.365 µM]	8%	0%	-3%	-1
CSc1ncc(CN2CCc3c([nH]c4ccccc34)C2c2cccc(C)n2)cn1 (centres undefined)	-10%	2%	-13%	?	-3%	-14%	0%	-2%	-41%	1%	6
Cc1ccc(-n2nccc2-c2nn(-c3cccc(C(F)(F)F)c3)c(=O)n(C)c2=O)cc1	16%	-3%	-1%	5%	-1%	-6%	-4%	4%	-2%	-6%	6

# Results in p53 reactivation and TRPV1 agonist, for three of the compounds above:
SMILES	p53 reactivation	TRPV1 agonist
CC(C)(C)OC(=O)N1CCOCCOCCN(C(=O)OC(C)(C)C)CCOCC1	6%	1
CON(C)S(=O)(=O)c1ccc2c(c1)N(Cc1ccc(C)cc1)C(=O)C1CCCN21 (centres undefined)	1%	19
Cc1ccc(S(=O)(=O)CCC(=O)OCC(=O)NCc2ccccc2)cc1	2%	-1

# In a second layout: results already given
C#CC(C)(C)NC(=S)NC1CC2C=CC1C2 (centres undefined)
  ELG1 genotoxic: 0%; NPC1 promoter act: -2%; FLuc counter: 3%; ELG1 repair inh: -6%; Tb PFK block: 2%; Gal4-VP16 FLuc: 5%; RORgamma inh: ?; p53 reactivation: -3%; BRCA1 expr up: 15%; Rab9 prom act: -2%; TRPV1 agonist: -1

Oc1ccc(Br)cc1-c1nc2cnccn2c1NC1CCCC1
  ELG1 genotoxic: -8%; NPC1 promoter act: 0%; FLuc counter: 5%; ELG1 repair inh: 23µM*; Tb PFK block: 1%; Gal4-VP16 FLuc: ?; RORgamma inh: 22µM*; p53 reactivation: -12%; BRCA1 expr up: -34%; Rab9 prom act: -2%; TRPV1 agonist: -2

CC(=O)Nc1nonc1-n1nnc(C(=O)NCc2ccccc2)c1C
  ELG1 genotoxic: 4%; NPC1 promoter act: 1%; FLuc counter: 4%; ELG1 repair inh: -4%; Tb PFK block: -18%; Gal4-VP16 FLuc: nt; RORgamma inh: 24%[0.365 µM]; p53 reactivation: 8%; BRCA1 expr up: 0%; Rab9 prom act: -3%; TRPV1 agonist: -1

COc1ccc(C)cc1-n1nnnc1SCC(=O)NC1CCS(=O)(=O)C1 (centres undefined)
  ELG1 genotoxic: 1%; NPC1 promoter act: -3%; FLuc counter: 4%; ELG1 repair inh: 9%; Tb PFK block: 0%; Gal4-VP16 FLuc: nt; RORgamma inh: nt; p53 reactivation: -3%; BRCA1 expr up: -5%; Rab9 prom act: -1%; TRPV1 agonist: 2

# From PubChem
